# SKN-1 block: inhibitors of C. elegans SKN-1; 0.49% of 360,000 active; inhibition, % at 21.8 µM; C. elegans VP596 Pgst-4::GFP/RFP ratio, acrylamide-induced, 24 h;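 active = interference check ratio from 0.5 to 1.5 plus GFP to RFP signal ratio inhibition reaching or exceeding a fixed threshold, cut at about 30% in these data, passing the limit was not always enough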; also: some compounds called inactive have numbers as strong as hits
# SUMO1 PPI mod: SUMO1-SIM interaction modulation. SUMO1 binding to a labelled peptide, TR-FRET, 1 h. 0.33% of 360,000 active. inhibition, % at 20 µM; in the data active = inhibition above about 37%
# Target sequence (P63165 whole entry, looked up): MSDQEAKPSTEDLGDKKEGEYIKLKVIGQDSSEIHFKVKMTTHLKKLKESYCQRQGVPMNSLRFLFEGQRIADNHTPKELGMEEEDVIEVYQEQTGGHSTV
# MT1-MMP act inh: inhibitors of human MT1-MMP activation | P50281 | HT1080 RFP-PRO-GFP cells, GFP/RFP ratio fluorescence, overnight; percent of plate control window, DMSO zero | GFP/RFP ratio change, % at 20 µM | 0.061% of 360,000 active | AID 651647;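 active = GFP/RFP ratio change of at least 30% with cell ATP level not reduced by more than half and red fluorescence within 50% of control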; also: strong numbers were not always called active
#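 Assay system – RFP-PRO-GFP reporter HT1080 cells · Compound dosing – single dose of 20 µM compound, 1% DMSO final · Incubation – overnight compound exposure at 37 °C · Measure – GFP/RFP fluorescence ratio · Benchmarks – DMSO wells and RFP-L50D-GFP cells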
# DNMT1 block: inhibitors of human DNMT1; P26358; 0.83% of 360,000 active; DNMT1 molecular beacon, Hinp1I cleavage, fluorescence; inhibition (reported as % activation of signal), % at 10 µM; AID 588458; in the data active = inhibition above about 50%
# LMPTP inh: blocks human LMPTP phosphatase; P24666; AID 651560; 0.22% of 360,000 active; inhibition, % at 20 µM; recombinant LMPTP-A, OMFP fluorogenic substrate, fluorescence intensity;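 active = compounds that cut the enzyme signal by at least half of the control window in the single-dose screen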;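 also: plate controls were DMSO wells with enzyme plus substrate for no effect and substrate without enzyme for full effect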
# Target sequence (P24666 whole entry, looked up): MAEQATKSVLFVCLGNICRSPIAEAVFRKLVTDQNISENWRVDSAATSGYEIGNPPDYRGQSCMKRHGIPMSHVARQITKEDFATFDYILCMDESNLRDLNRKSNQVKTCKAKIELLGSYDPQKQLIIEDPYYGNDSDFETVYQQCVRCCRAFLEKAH
#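 Test system – LMPTP-A phosphatase enzyme · Quantity – 0.625 nM LMPTP-A final · Reagent – OMFP substrate, 400 µM final · Dosing – one test concentration per compound, 20 µM, with 3% DMSO overall · Timing – 50 min enzyme reaction at room temperature, protected from light · Detection – fluorescence intensity · Controls – substrate-only low control, DMSO enzyme-plus-substrate high control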
# NRP1-CendR mod: modulators of CendR peptide binding to human neuropilin-1 | inhibition, % at 25 µM | 0.85% of 360,000 active | AID 602438 | O14786 | FAM-RPARPAR peptide binding to NRP-1, fluorescence polarization;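 active = inhibition or corrected inhibition above about 18%, plus a signal ratio from 0.5 to 1.5, limit read from the data, passing the limit was not always enough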; also: strong numbers were not always called active
# Scp-1 inhibitor: Scp-1 (human) phosphatase inhibition | Q9GZU7 | Recombinant Scp1, phosphopeptide, malachite green phosphate absorbance | inhibition, % at 20 µM | 0.88% of 340,000 active | AID 493091;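 active = inhibition above about 50% at 20 µM, limit read from the data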;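 also: plate controls were DMSO wells with enzyme for no effect and wells lacking enzyme for full effect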
# Target sequence (Q9GZU7 76-261 limits assumed): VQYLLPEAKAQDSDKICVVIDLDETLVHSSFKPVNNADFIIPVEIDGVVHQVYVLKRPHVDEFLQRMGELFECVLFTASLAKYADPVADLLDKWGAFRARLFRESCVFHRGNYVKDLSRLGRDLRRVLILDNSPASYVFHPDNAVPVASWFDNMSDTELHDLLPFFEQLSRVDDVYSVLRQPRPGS
#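 Test system: SCP-1 phosphatase catalytic domain, residues 76-261; measured by: colorimetric phosphate reagent with accelerator and stabiliser, absorbance at 630 nm; timing: enzyme reaction 45 min at room temperature, colour 5 min, stabilisation 30 min; also added: Phosphorylated 17-residue peptide substrate; compound dosing: one concentration, 20 µM, with 1.0% DMSO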
# Rpn11 inh: Rpn11 (human) deubiquitinase inhibition; O00487; human 26S proteasome, Ub4-pepOG fluorescence polarization; 20S core pre-blocked with epoxomicin; calls only at 20 µM; 0.59% of 360,000 active;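 active = inhibition at 20 µM, scaled to each plate's controls, above about 33%, limit read from the data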
# STEP inh: STEP (human) phosphatase inhibition; AID 588621; recombinant STEP, OMFP fluorogenic substrate, fluorescence; P54829; 0.25% of 360,000 active; inhibition, % at 20 µM;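 active = inhibition at 20 µM, scaled per plate between control wells, above about 37%, limit read from the data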;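 also: 0% = DMSO with enzyme and substrate and 100% = substrate only without enzyme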
# Target sequence (P54829 whole entry, looked up): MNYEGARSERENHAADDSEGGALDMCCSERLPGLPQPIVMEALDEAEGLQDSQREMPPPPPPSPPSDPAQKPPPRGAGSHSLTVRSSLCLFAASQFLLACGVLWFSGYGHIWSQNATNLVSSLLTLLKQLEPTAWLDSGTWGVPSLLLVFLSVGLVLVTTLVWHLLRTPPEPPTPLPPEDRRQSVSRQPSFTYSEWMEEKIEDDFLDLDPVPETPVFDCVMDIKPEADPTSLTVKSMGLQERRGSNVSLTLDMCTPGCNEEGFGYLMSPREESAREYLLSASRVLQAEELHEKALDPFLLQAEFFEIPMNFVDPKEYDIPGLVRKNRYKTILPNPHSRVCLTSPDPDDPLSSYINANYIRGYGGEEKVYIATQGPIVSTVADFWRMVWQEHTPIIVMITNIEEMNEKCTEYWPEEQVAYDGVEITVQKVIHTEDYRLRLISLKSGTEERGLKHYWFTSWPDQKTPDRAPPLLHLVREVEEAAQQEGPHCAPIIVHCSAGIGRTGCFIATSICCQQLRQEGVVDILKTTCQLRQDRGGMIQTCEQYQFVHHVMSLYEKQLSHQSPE
#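 Material: STEP (striatal-enriched tyrosine phosphatase) enzyme, cell-free | Medium: 50 mM Bis-Tris pH 6.0 with 2.5 mM DTT and 0.005% Tween 20 | Read-out: Percent inhibition scaled to no-enzyme and uninhibited-enzyme controls, plate-pattern corrected | Signal: Fluorescence read at 480 nm ex / 540 nm em | Times: 20 min reaction, room temperature, in the dark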
# NadD inh: blocks S. aureus nicotinate mononucleotide adenylyltransferase; purified NadD enzyme, colorimetric absorbance read-out; 0.78% of 360,000 active; inhibition, % at 20 µM; in the data active = inhibition above about 26%; also: some compounds past the cut are filed as inactive
# * = called active by the depositor; i = inactive; . = no result given; + = active, no number.
SKN-1 block	SUMO1 PPI mod	MT1-MMP act inh	DNMT1 block	LMPTP inh	NRP1-CendR mod	Scp-1 inhibitor	Rpn11 inh	STEP inh	NadD inh	canonical_smiles
15	1	4	29	-1.7	8	.	i	3	2	O=C(CCN1CCCCC1)Nc1ccc(F)c(F)c1
12	1	-1	0	-0.6	0	1	i	0	5	O=C1CCc2cc(S(=O)(=O)N3CCN(c4ccccc4F)CC3)ccc2N1
8	3	2	0	-0.1	-1	4	+	-6	1	CCC(CC)C(=O)c1c[nH]c(C(=O)NCc2cccs2)c1
-17	8	-2	3	-0.3	23	-6	i	-2	3	Cc1ccc(C(=O)N2CCN(C(=O)C3CCCO3)CC2)cc1 (stereo not drawn)
-6	2	-2	4	-1.0	-7	-8	i	-3	-10	O=C(N[C@@H](Cc1ccccc1)C(=O)N1CCN(S(=O)(=O)c2cccc(F)c2)CC1)c1ccco1
-11	0	7	-2	-3.1	2	3	i	0	4	COc1ccc(C2CC(=O)C(C=NCCN3CCOCC3)=C(O)C2)cc1 (stereo not drawn)
6	1	7	-2	1.8	-3	-1	i	-1	1	CCOC(=O)CCc1c(C)nc(SCCN2CCCC2)c(C#N)c1C
3	-7	-19	-6	3.2	6	-12	i	-3	27	N#CCC(=O)N/N=C/c1c(-c2ccccc2)n(-c2ccccc2)c2ccccc12
6	6	3	15	-0.3	4	-11	i	0	0	Cc1nc(SC(C(N)=O)c2ccccc2)c(C#N)c(C)c1C (stereo not drawn)
0	-2	0	-1	-0.6	0	0	i	0	5	CCOC(=O)N/N=C1\CCc2ccccc21

# 3 of the entries above in order of the Scp-1 inhibitor value, low to high:
SKN-1 block	SUMO1 PPI mod	MT1-MMP act inh	DNMT1 block	LMPTP inh	NRP1-CendR mod	Scp-1 inhibitor	Rpn11 inh	STEP inh	NadD inh	canonical_smiles
-6	2	-2	4	-1.0	-7	-8	i	-3	-10	O=C(N[C@@H](Cc1ccccc1)C(=O)N1CCN(S(=O)(=O)c2cccc(F)c2)CC1)c1ccco1
-11	0	7	-2	-3.1	2	3	i	0	4	COc1ccc(C2CC(=O)C(C=NCCN3CCOCC3)=C(O)C2)cc1 (stereo not drawn)
8	3	2	0	-0.1	-1	4	+	-6	1	CCC(CC)C(=O)c1c[nH]c(C(=O)NCc2cccs2)c1

# Additional entries:
SKN-1 block	SUMO1 PPI mod	MT1-MMP act inh	DNMT1 block	LMPTP inh	NRP1-CendR mod	Scp-1 inhibitor	Rpn11 inh	STEP inh	NadD inh	canonical_smiles
-2	15	0	10	1.4	-15	-8	i	0	12	Cc1ccc(S(=O)(=O)N2[C@@H](c3ccc(Br)cc3)C(C(=O)O)=CC[C@H]2c2cccc(C)c2)cc1
10	5	5	-17	0.2	-17	-3	i	-7	6	NC(=O)c1ccc(N=Cc2ccc([N+](=O)[O-])s2)cc1
8	-18	-1	-10	1.4	6	5	i	0	15	Cc1ccc(-c2nn(C(C)(C)C)c3ncnc(NS(=O)(=O)c4ccc([N+](=O)[O-])cc4)c23)cc1
3	-2	-3	-4	-3.2	-2	5	i	-5	-1	CCN(CC(=O)Nc1ccc(N2CCOCC2)cc1)Cc1nc2ccccc2c(=O)[nH]1
19	-4	-2	0	0.5	2	1	i	2	-4	COc1cccc(OCC(=O)Nc2c3c(nn2-c2ccccc2)CS(=O)(=O)C3)c1
-10	1	-21	4	-0.2	11	-9	i	-1	-1	O=C(c1ccc(NC(=O)C2(c3ccccc3)CCOCC2)cc1)N1CCOCC1
8	-16	-2	1	1.1	-35	-3	i	1	-1	Cc1ccccc1OCCn1cnc2cc([N+](=O)[O-])ccc2c1=O
3	-9	1	1	-0.2	6	0	i	-2	-1	COc1ccc2cc(-c3ccsc3)ncc2c1
6	-1	1	1	0.2	-4	-6	i	2	-6	CCOc1ccc(N2C(=O)CC(SCC(=O)O)C2=O)cc1 (stereo not drawn)
0	-6	2	5	0.1	13	5	i	-1	7	CSCCC(NC(N)=O)C(=O)N(C)CC(=O)Nc1ccc(C)cc1 (stereo not drawn)

# The results go on.
SKN-1 block	SUMO1 PPI mod	MT1-MMP act inh	DNMT1 block	LMPTP inh	NRP1-CendR mod	Scp-1 inhibitor	Rpn11 inh	STEP inh	NadD inh	canonical_smiles
20	1	6	-1	-2.1	7	-2	i	0	7	COc1ccc(N(CC(=O)NC2CCCCC2)C(=O)CCCC(=O)Nc2ccccn2)c(OC)c1
-7	-1	-1	14	-1.5	9	-7	i	-2	-4	Cc1cc(NC(=O)CSc2ncc(C(F)(F)F)cc2Cl)no1
4	5	4	-7	1.8	7	.	i	2	-14	Cc1ccccc1-c1ccc(CN2C(C(C)C)C(=O)N(Cc3cn(CCC4OCCO4)nn3)CCS2(=O)=O)cc1 (stereo not drawn)
13	4	2	4	-0.9	-3	.	i	-3	0	CCN(CC(=O)Nc1cc(Cl)ccc1C)CC(=O)NC1CC1
-5	6	-1	1	-1.5	0	-7	i	1	-6	CC(C)Oc1cccc(C(=O)NC2=NCCS2)c1
2	-4	-2	0	0.1	9	0	i	-2	-6	Cc1ccccc1NC(=S)N1CCC(C(=O)c2ccc(F)cc2)CC1
0	5	1	5	0.1	4	-7	i	-1	-3	CC(O)(CS(=O)(=O)Cc1ccccc1)c1ccccc1Cl (stereo not drawn)
3	1	-1	0	-1.7	-8	-4	i	0	-1	CCc1cc(CNC(=O)CC2C(=O)NCCN2Cc2cccc(OC)c2)on1 (stereo not drawn)
2	1	-3	-2	-2.0	6	-1	i	-2	-10	N=C(N=C(N)N)N1CCc2ccccc21
-9	-21	-1	.	1.7	-11	.	.	.	1	COC(=O)c1cccc(OCCCN2CCC(C(O)(c3ccccc3)c3ccccc3)CC2)c1

# Additional records.
SKN-1 block	SUMO1 PPI mod	MT1-MMP act inh	DNMT1 block	LMPTP inh	NRP1-CendR mod	Scp-1 inhibitor	Rpn11 inh	STEP inh	NadD inh	canonical_smiles
3	0	-1	0	-1.0	7	-1	i	0	0	CCCCC(C(=O)O)C(C)CC(=O)NNC(=O)c1ccco1 (stereo not drawn)
8	-9	0	4	-2.4	7	-4	i	0	-3	O=[N+]([O-])c1ccc2c(c1)oc1ccccc12
-11	1	0	-1	-2.6	-9	-1	i	-2	-3	CCS(=O)(=O)N1CCC(C(=O)Oc2ccccc2Cl)CC1
4	3	0	1	2.7	-12	4	i	-1	8	Cc1ccc(NC(=O)c2ncn(CC(=O)N[C@H](C)c3cccc4ccccc34)n2)cc1C
11	-1	3	0	-0.5	-8	-8	i	-1	-5	O=S(=O)(c1ccc2c(c1)nc1n2CCC1)N1CCOCC1
4	-2	-2	13	0.1	3	2	i	-2	-4	Cc1ccc(NC(=O)c2ccccc2NC(=O)CCC(=O)O)cc1
-8	-3	2	8	-1.9	0	-10	i	0	-2	CCn1c(=N)n(CC(=O)OC)c2ccccc21
6	1	5	-8	-2.1	0	-7	i	0	-2	CCCCC(=O)NC(=S)NNC(=O)CC#N
-9	0	-41	-8	-0.1	-10	-3	i	-3	-4	CCc1ccccc1NC(=O)Nc1cccn(Cc2ccccc2F)c1=O
14	-25	-5	-10	-5.1	1	-13	i	-2	3	CC1CCCN(C(=O)c2ccc(-c3ccccc3Cl)o2)C1 (stereo not drawn)

# Whole records, looked up by structure:
# Profile of CCCCC(C(=O)O)C(C)CC(=O)NNC(=O)c1ccco1 (stereo not drawn) = SKN-1 block: 3; SUMO1 PPI mod: 0; MT1-MMP act inh: -1; DNMT1 block: 0; LMPTP inh: -1.0; NRP1-CendR mod: 7; Scp-1 inhibitor: -1; Rpn11 inh: i; STEP inh: 0; NadD inh: 0
# Profile of CCS(=O)(=O)N1CCC(C(=O)Oc2ccccc2Cl)CC1 = SKN-1 block: -11; SUMO1 PPI mod: 1; MT1-MMP act inh: 0; DNMT1 block: -1; LMPTP inh: -2.6; NRP1-CendR mod: -9; Scp-1 inhibitor: -1; Rpn11 inh: i; STEP inh: -2; NadD inh: -3
# Profile of CCn1c(=N)n(CC(=O)OC)c2ccccc21 = SKN-1 block: -8; SUMO1 PPI mod: -3; MT1-MMP act inh: 2; DNMT1 block: 8; LMPTP inh: -1.9; NRP1-CendR mod: 0; Scp-1 inhibitor: -10; Rpn11 inh: i; STEP inh: 0; NadD inh: -2

# New compounds follow:
SKN-1 block	SUMO1 PPI mod	MT1-MMP act inh	DNMT1 block	LMPTP inh	NRP1-CendR mod	Scp-1 inhibitor	Rpn11 inh	STEP inh	NadD inh	canonical_smiles
9	2	8	-2	-1.6	-2	-2	i	-2	-2	c1ccc(COc2cccc(CNn3cnnc3)c2)cc1
16	1	2	2	3.6	-15	2	i	3	-14	COc1cc2cnc(-c3ccsc3)c(-c3ccc(F)cc3)c2cc1OC
9	-6	4	-4	0.1	-3	6	i	1	-2	COc1ccc(-c2cccc(NC(=O)COc3ccc(Cl)cc3)c2)nn1
12	7	2	8	1.2	8	.	i	2	7	COc1ccc2c(CN3CCN(c4ccccc4F)CC3)cc(=O)oc2c1
4	2	1	7	-0.4	1	-4	i	0	6	O=C(O)/C=C1\CCCc2ccccc2C1O (stereo not drawn)
14	-17	1	0	2.0	-1	-12	i	0	-11	CN(C)CCNc1ncnc2sc(-c3ccccc3)cc12
8	1	-4	3	1.6	-2	.	i	2	2	CCCOc1ccc(F)cc1-c1cc(C(=O)NC2CCCCC2)[nH]n1
1	8	0	2	0.4	0	3	i	-4	4	Cn1c(SCC(=O)NCC2COc3ccccc3O2)nnc1C(F)(F)F (stereo not drawn)
1	-1	-1	6	1.3	-4	1	i	2	-1	Cc1ccc(Nc2cc(-n3nc(C)cc3C)ncn2)cc1
3	-8	5	-3	-0.3	2	-11	i	-2	0	O=C(/C=C/c1cccc(Cl)c1)NCc1cccs1
-4	2	0	-3	0.1	-9	-8	i	-4	-4	Cc1ccc(-c2[nH]c(-c3ccccc3)nc2SCC(=O)NCC2CCCO2)cc1 (stereo not drawn)
27	2	-9	-4	3.5	-4	-4	i	3	-4	CN1c2ccccc2-c2nc3ccccc3n2C1c1ccco1 (stereo not drawn)

# Source: PubChem BioAssay (Sanford-Burnham Center for Chemical Genomics)
